Bioassay records as filed in PubChem.
TEAD-YAP inh = TEAD-YAP interaction inhibition; HEK-TIYL cells, TEAD-Gal4/YAP UAS-luciferase luminescence; inhibition, % at 9.12 µM; actives 1.4% (n = 640,000); in the data active = inhibition above about 32%;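 note: 0% = median of test compound wells and 100% = reference inhibitor wells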
MITF inh = inhibitors of human MITF. AlphaScreen MITF homodimerization, bead proximity signal. inhibition, % at 2.6 µM. actives 0.91% (n = 650,000). AID 1259374; in the data active = inhibition above about 50%;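 note: 0% = vehicle wells with protein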
GPR151 activ = activators of human GPR151; activation, % at 11.2 µM; AID 1508602; actives 1% (n = 650,000); Q8TDV0; PathHunter beta-arrestin GPR151 cells, luminescence; in the data active = activation above about 4.9%;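 note: 0% = median of compound wells and 100% = cells with positive control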
Target sequence (Q8TDV0 whole entry, looked up): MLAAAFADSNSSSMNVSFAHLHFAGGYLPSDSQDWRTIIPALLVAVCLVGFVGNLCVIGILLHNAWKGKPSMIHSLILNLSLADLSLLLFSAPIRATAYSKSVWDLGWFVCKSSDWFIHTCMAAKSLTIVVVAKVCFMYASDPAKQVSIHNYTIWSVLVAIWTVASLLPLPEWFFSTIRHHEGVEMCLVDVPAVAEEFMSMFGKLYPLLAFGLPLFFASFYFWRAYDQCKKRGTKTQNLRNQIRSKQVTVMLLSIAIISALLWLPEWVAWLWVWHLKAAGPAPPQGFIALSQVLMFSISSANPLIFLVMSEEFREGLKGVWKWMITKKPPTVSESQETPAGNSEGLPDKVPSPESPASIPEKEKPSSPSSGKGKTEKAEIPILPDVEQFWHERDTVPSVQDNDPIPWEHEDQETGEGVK
FBW7 act = activators of human E3 ligase FBW7. Q969H0. AlphaScreen FBW7–phospho-cyclin E peptide binding, activator screen. normalized activity (activation), % at 26.1 µM. actives 0.13% (n = 650,000). AID 1259310; in the data active = normalized activity above about 1.9%;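 note: purified mutant Fbw7 with reduced substrate affinity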
Target sequence (Q969H0 whole entry, looked up): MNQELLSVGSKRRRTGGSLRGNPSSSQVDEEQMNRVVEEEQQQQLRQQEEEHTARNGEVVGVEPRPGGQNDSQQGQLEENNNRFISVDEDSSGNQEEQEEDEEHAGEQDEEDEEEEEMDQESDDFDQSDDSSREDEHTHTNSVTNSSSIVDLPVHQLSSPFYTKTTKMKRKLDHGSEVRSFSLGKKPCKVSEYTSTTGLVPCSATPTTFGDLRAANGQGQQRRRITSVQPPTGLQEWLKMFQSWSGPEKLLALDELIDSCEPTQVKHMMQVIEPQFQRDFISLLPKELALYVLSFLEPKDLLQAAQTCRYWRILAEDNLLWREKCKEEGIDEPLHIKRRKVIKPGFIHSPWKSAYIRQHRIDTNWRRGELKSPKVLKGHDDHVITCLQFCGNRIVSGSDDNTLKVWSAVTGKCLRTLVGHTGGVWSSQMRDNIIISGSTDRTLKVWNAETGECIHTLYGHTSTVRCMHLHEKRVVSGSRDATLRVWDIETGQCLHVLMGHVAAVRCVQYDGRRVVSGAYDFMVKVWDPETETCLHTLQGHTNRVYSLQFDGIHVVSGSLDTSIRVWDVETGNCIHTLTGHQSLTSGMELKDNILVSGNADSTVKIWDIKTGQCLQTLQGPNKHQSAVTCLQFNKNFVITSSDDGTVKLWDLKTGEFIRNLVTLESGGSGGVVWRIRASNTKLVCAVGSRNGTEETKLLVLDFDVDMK
An asterisk follows results filed as active; & = joins results of further samples. Compounds as they come; 3.5% or so of the library scored in one or more.

SMILES	TEAD-YAP inh	MITF inh	GPR151 activ	FBW7 act
CCCCOc1ccc(C2NC(=S)NC(C)=C2C(=O)OCC)cc1OC (configuration not stated)	-9.1	10.4	-0.9	0.1
COC(=O)c1cc(NC(=O)c2c(Cl)cccc2Cl)cc(C(=O)OC)c1	8.8	16.1	-1.1	0.1
Oc1ccc(Br)cc1-c1nc(-c2ccccc2)c(-c2ccccc2)[nH]1	3.1	8.4	0.4	0.0
O=C(NC1CCCCC1)NN1CC(=O)N(c2ccc(Cl)cc2)CC1=O	-3.5	-5.0	-1.2	0.2
COc1ccc(-c2nc3n(c(=O)c2C#N)CCS3)cc1	-2.9	-6.2	-0.3	-0.3
COC(=O)CSC1=C(C#N)C(=O)NC(/C=C/c2ccccc2)S1 (configuration not stated)	3.0	6.3	-1.4	0.1
CC(C)N1CCNC(=O)C1CC(=O)NCCCn1ccc2ccccc21 (configuration not stated)	2.1	-3.6	0.7	-0.1
CCOc1ccccc1N1CCN(C(=O)c2c(C)noc2C)CC1	-2.9	-101.7	-0.9	-0.1
COc1ccc(C(=O)NCCn2c(C)cc3ccccc32)cc1	-28.0	16.7	-1.4	0.5
COCc1ccc(-c2nccnc2NS(=O)(=O)c2ccc(Oc3ccccc3)cc2)cc1	1.8	-13.0	-0.2	0.0
CC(C)C(=O)Nc1cccc(C(=O)Nc2ccc(S(N)(=O)=O)cc2)c1	-5.9	4.5	-1.5	0.1
COc1cc(OC)c(-c2nc3ccccc3s2)cc1OC	0.5	10.9	-0.4	0.5
O=C(CSc1nnc2c(n1)[nH]c1ccccc12)OCN1C(=O)c2ccccc2C1=O	-3.9	8.5	2.6	0.3
CCc1ccc(Oc2nc3ccccn3c(=O)c2/C=C(\C#N)C(=O)N2CCCCC2)cc1	-5.1	-2.5	0.8	-0.1
CCCc1cc(C(=O)Nc2cc(Br)ccc2O)no1	-17.1	4.8	-0.6	0.1
CC(=O)N/C(=C/c1ccccc1)C(=O)Nc1cccc(C(N)=O)c1	-4.8	-6.7	-0.1	0.0
O=C1c2cccc3c(N4CCCCC4)ccc(c23)C(=O)N1c1ccccn1	-9.1	-9.7	0.0	0.4
O=C(CCNC(=O)c1ccc(Cl)cc1)NCc1cccnc1	-1.9	10.0	-0.7	0.7
COc1ccc(OC)c(/C=C2/C(=O)ON=C2c2ccccc2)c1	-17.2	36.2	4.3	-0.1
C=CCNC(=O)c1ccc2c(c1)nnn2C	5.6	6.6	0.2	0.0
COc1cc(CN2CCc3nnc(CCNC(=O)C(C)C)n3CC2)ccc1O	4.5	-13.3	-1.0	-0.1
CC(C)C(=O)Nc1ccc(NC(=O)c2cccc(Br)c2)cc1	-26.3	-11.8	-1.0	0.2
COc1ccc(N2C(=O)C3ON(c4ccccc4C)C(c4cccs4)C3C2=O)cc1 (configuration not stated)	-7.2	-11.8	-1.0	-0.1
COc1ccc(N2CSC3=C(C#N)C(c4cccc(OC)c4)CC(=O)N3C2)cc1 (configuration not stated)	-33.9	-15.2	-0.9	-0.5
CC(=O)Nc1ccc(Oc2cc(N3C(=O)COCC3=O)cc([N+](=O)[O-])c2)cc1	-1.9	-11.8	0.5	0.0
COc1ccc(Cn2c(O)c(C=NCc3ccc(F)cc3)c3ccccc3c2=O)cc1	-6.1	-5.0	-1.4	0.2
Cc1sc2nc(C(C)C)nc(SCC(N)=O)c2c1C	-30.4	9.3	1.4	1.9
O=C(Oc1cccc(NC(=O)c2cccs2)c1)c1ccc([N+](=O)[O-])cc1	23.2	9.8	3.0	-0.1
C=CCOC(=O)COc1ccc2c(=O)c(Oc3ccc(OC)cc3)coc2c1	7.2	74.8*	0.4	0.2
Cc1cc(Cl)ccc1NC(=O)CN(c1ccc(Cl)cc1C)S(C)(=O)=O	-4.8	-5.4	-1.2	0.0
COc1ccc(C(=O)OCc2c(C)noc2C)cc1[N+](=O)[O-]	5.1	2.7	-0.5	0.0
O=c1nc2n(-c3cccc(Cl)c3)c3ccc([N+](=O)[O-])cc3cc-2c(=O)[nH]1	5.5	2.9	1.7	0.7
Cc1cc(C(=O)CCl)c(C)n1OCc1ccccc1	8.7	0.1	0.7	-0.1
Cc1ccc(NS(=O)(=O)c2ccc3[nH]c(=O)ccc3c2)cc1C	10.7	11.7	-1.7	0.2
CCOC(=O)N1CCN(CC(O)COC(CC)c2ccccc2)CC1 (configuration not stated)	2.6	-2.3	-0.1	-0.1
CC(C)(C)C(=O)NCC(c1ccc2c(c1)OCO2)N1CCOCC1 (configuration not stated)	0.6	-0.9	0.4	-0.1
CCOC(=O)c1c(-c2ccccc2)oc2c1cc(NS(=O)(=O)c1ccccc1)c1ccccc12	14.2	-2.0	-0.5	0.9
COc1ccccc1N1CCN(C2CCCN(Cc3cccc(OC)c3O)C2)CC1 (configuration not stated)	0.8	-1.4	-0.7	0.0
CC1(C)C(C=C(Cl)Cl)C1C(=O)N1CCOCC1 (configuration not stated)	-1.5	5.0	1.2	0.0
COc1ccc(CN2CCNC(=O)C2CC(=O)NCCc2ccc(F)cc2)cc1OC (configuration not stated)	-0.4	-6.2	0.8	-0.1
Cn1cc(CN2Cc3ccccc3OC(c3ccccc3F)C2)cn1 (configuration not stated)	0.6	16.6	0.3	-0.2
CCOc1ccc(N=C2SC(C(=O)Nc3ccc(OC)cc3)CC(=O)N2CCc2ccccc2)cc1 (configuration not stated)	11.1	3.2	0.7	0.5
O=c1/c(=C2/CCCN2)c2nc(-c3ccc(Cl)cc3)cn2n1-c1ccccc1	-1.5	0.8	-0.7	-0.3
O=C1C2CC=CCC2C(=O)N1Nc1c(Cl)cc(Cl)cc1Cl (configuration not stated)	0.8	-2.8	-0.4	-0.1
COCCN1C(=O)CC(C(=O)OC)C12CCN(C(=O)C1COc3ccccc3O1)CC2 (configuration not stated)	-6.9	7.6	-0.6	0.2
COc1cc(CN2CCNC(=O)C2CC(=O)N2CCN(CC3CC3)CC2)cc(OC)c1 (configuration not stated)	-1.0	1.0	-1.1	0.0
CC1=C(C(=O)Nc2ccccc2)C(c2ccco2)C(C#N)=C(SCC(=O)Nc2cccc(Cl)c2C)N1 (configuration not stated)	15.3	0.8	-0.4	0.1
COc1ccc(N2CCN(Cc3cc(=O)oc4cc(C)cc(C)c34)CC2)cc1	3.4	-12.2	1.1	-0.1
COc1ccc(-n2nc3c(c2NC(=O)COc2ccc4ccccc4c2)CS(=O)(=O)C3)cc1	-4.2	2.4	2.3	0.0
NC(=O)CSc1nc2ccc(I)cc2c(=O)n1-c1ccccc1	1.9	3.5	3.5	-0.2
Cc1ccc(-n2c(SCC(=O)NC(C)(C)C)nc(O)cc2=O)cc1	9.3	4.1	-1.7	1.0
Cc1cc(NC(=O)COC(=O)c2cccc(O)c2)no1	-3.3	7.9	-1.3	0.1
CC(=O)/C(C(=N)C(F)(F)F)=C(/O)c1ccccc1	4.6	-3.3	0.7	-0.1
Cc1ccccc1CN1CCc2nnc(CNS(=O)(=O)c3ccccc3)n2CC1	2.3	-5.3	-1.4	-0.1
CC(NC(=O)c1cccnc1)C(c1cccs1)N1CCN(Cc2ccccc2)CC1 (configuration not stated)	-10.6	1.5	1.5	0.0
CCOC(=O)CNC(=O)CSc1ccc2nnc(-c3ccc(C)cc3)n2n1	17.5	4.7	-0.5	-0.1
OCCC1CN(Cc2ccc3ccccc3n2)CCN1C1CCCC1 (configuration not stated)	-0.1	-4.3	-0.6	-0.1
CN(Cc1ccco1)c1c(-c2ccc(Cl)cc2)c(=O)c1=O	11.6	-15.7	1.0	-0.1
COc1ccc(C2=NN(c3nc(-c4ccccc4)c4cc(Cl)ccc4n3)C(c3cn(-c4ccccc4)nc3-c3ccc(C)cc3)C2)cc1 (configuration not stated)	-13.1	-2.8	-0.8	0.0
Cc1cccc(C(=O)Nc2cccc(-c3nc4ccccc4o3)c2C)c1	4.2	-1.0	0.2	0.0

Compound profiles, from the list above. Screens in order: TEAD-YAP inh	MITF inh	GPR151 activ	FBW7 act
O=C1C2CC=CCC2C(=O)N1Nc1c(Cl)cc(Cl)cc1Cl (configuration not stated) reads 0.8	-2.8	-0.4	-0.1
COc1ccc(N2CCN(Cc3cc(=O)oc4cc(C)cc(C)c34)CC2)cc1 reads 3.4	-12.2	1.1	-0.1

Among those listed so far, these have a cyano group:
SMILES	TEAD-YAP inh	MITF inh	GPR151 activ	FBW7 act
COc1ccc(-c2nc3n(c(=O)c2C#N)CCS3)cc1	-2.9	-6.2	-0.3	-0.3
COC(=O)CSC1=C(C#N)C(=O)NC(/C=C/c2ccccc2)S1 (configuration not stated)	3.0	6.3	-1.4	0.1
CCc1ccc(Oc2nc3ccccn3c(=O)c2/C=C(\C#N)C(=O)N2CCCCC2)cc1	-5.1	-2.5	0.8	-0.1
COc1ccc(N2CSC3=C(C#N)C(c4cccc(OC)c4)CC(=O)N3C2)cc1 (configuration not stated)	-33.9	-15.2	-0.9	-0.5
CC1=C(C(=O)Nc2ccccc2)C(c2ccco2)C(C#N)=C(SCC(=O)Nc2cccc(Cl)c2C)N1 (configuration not stated)	15.3	0.8	-0.4	0.1

Later entries
SMILES	TEAD-YAP inh	MITF inh	GPR151 activ	FBW7 act
CS(=O)(=O)N(CC(=O)NCCSc1ccccn1)c1ccccc1F	2.1	3.6	0.0	0.2
CCOC(=O)C1=C(C)N=c2s/c(=C/c3ccc(N4CCOCC4)o3)c(=O)n2C1c1ccc(OC)cc1OC (configuration not stated)	5.5	10.3	0.3	0.1
CN(Cc1n[nH]c2c1CCCC2)C(=O)CCC1(Cc2cccs2)CCC(=O)N1 (configuration not stated)	-2.5	-1.0	1.3	-0.1
CCOc1ccccc1NC(=O)CN(c1c(C)cccc1C)S(C)(=O)=O	-0.3	-13.7	0.8	-0.1
C=CCn1nnnc1SCC(=O)c1ccc(Cl)c(Cl)c1	-19.6	-3.4	0.1	-0.1
CCNc1nc2ccc(C(=O)NCCc3ccc(OC)cc3)cc2s1	-13.1	4.7	-0.9	0.1
COC(=O)c1cccc(-c2ccc(/C=C3\C(=O)N(c4cccc(C(=O)O)c4)N=C3C)o2)c1	-0.5	8.9	1.1	0.5
Cc1cc(C)nc(N/N=C/c2ccc(C(F)(F)F)cc2)n1	-9.8	6.5	1.5	-0.2
CC(C)(C)NC(=O)c1cnc2n(c1=O)CCS2	12.4	-4.3	0.6	-0.1
CCOC(=O)c1c(O)cc2ccccc2c1O	-16.9	-4.2	0.6	0.1
COC(=O)C(C)NC(=O)CCc1c(C)nc2c(c1C)c(=O)n(C)c(=O)n2C (configuration not stated)	0.1	-7.0	-0.3	-0.2
Cc1nn(-c2ccccc2)nc1CNS(=O)(=O)c1ccc(-c2ccon2)s1	0.7	-1.9	-1.3	0.0
CCc1ccc(Oc2nc3ccccn3c(=O)c2/C=C(\C#N)C(N)=O)cc1	5.8	8.3	-8.3	0.9
COc1cccc(-n2c(=O)c3sccc3n(CC(=O)N3CCCCC3C)c2=O)c1 (configuration not stated)	-5.7	-10.1	-1.0	-0.1
C=CCNC(=O)c1ccccc1NC(=O)CN(c1ccc(OC)cc1OC)S(C)(=O)=O	-3.8	6.2	-1.2	-0.1
Cc1ccc(S(=O)(=O)N2CCC[C@H]2C(=O)OCc2nc3ccccc3s2)cc1	1.9	7.8	-1.0	0.0
O=C(Nc1ccc(Br)cc1F)c1cc(S(=O)(=O)N2CCN(Cc3ccc4c(c3)OCO4)CC2)ccc1F	3.1	-5.1	-1.2	0.0
O=[N+]([O-])c1ccc(N2CCN(S(=O)(=O)c3ccc(Br)cc3)CC2)c(C(F)(F)F)c1	7.3	-5.1	-0.1	-0.1
NC(=O)c1cncc(-c2cccc3c2OC(CNC(=O)CCCc2ccccc2)C3)c1 (configuration not stated)	10.2	4.5	-0.9	0.1
Cc1[nH]c2ccccc2c1C(=O)CN1C(=O)NC(C)(c2ccccc2Cl)C1=O (configuration not stated)	8.9	10.1	1.1	-0.1
CCOC(=O)C1=C(C)NC(C)=C(C(=O)OCC)C1c1ccc(C)cc1	-3.4&-8.4	-7.3&-12.7	1.1&0.1	0.2&0.5
CCc1ccc(OCc2nc(-c3cccs3)no2)cc1	-49.5	0.6	0.1	0.0
O=C(COc1ccccc1)Nc1ccc(S(=O)(=O)N2CCc3ccccc32)cc1	-6.7	2.1	2.6	0.1
CCOC(=O)c1cnc(=O)[nH]c1N	1.7	-2.1	1.1	0.2
CCCC(=O)Nc1cccc(-c2nc3cc(C)c(C)cc3o2)c1C	-2.3	-4.5	-1.1	-0.1
O=C(NC1CCCCC1)c1sc2ccccc2c1Cl	-9.3	6.2	-0.6	0.1
C=CCNC(=S)/N=C1/N=C2C=CC(Cl)=CN2Cc2ccccc21	-6.9	14.0	-2.1	0.0
CCn1c(C(=O)O)c(CNCc2ccc(C)cc2)c2ccc(OC)cc21	-8.7	5.1	-0.1	-0.1
CCc1cc(Br)ccc1NC(=S)NCCOC	-0.2	-38.1	-1.3	0.3
CCN1CCN(c2ncc(C(=O)N3CCCC3)c3ccccc23)CC1	-1.4	9.8	0.1	1.2
CCOc1ccccc1NC(=O)c1cn(C)c(=O)c2ccccc12	-1.6	0.6	-2.7	-0.1
O=C(NCc1ccccc1Br)c1cccs1	-1.2	10.8	0.1	0.1
Cc1cc(=O)[nH]c(-n2nc(-c3cccs3)cc2NC(=O)CC(C)(C)C)n1	10.4	8.6	-1.1	-0.1
CC(=O)Nc1ccc(Nc2nc(N3CCCC3CO)nc3c2ncn3-c2ccsc2)cc1 (configuration not stated)	14.6	15.5	-1.4	-0.4
CCCc1nnc(NC(=O)CCN2C(=O)C3C4C=CC(C4)C3C2=O)s1 (configuration not stated)	3.4	9.4	1.5	0.2
O=C(O)c1ccc(Br)c(S(=O)(=O)NCc2ccccc2)c1	4.6	16.5	-0.9	0.2
Cc1cccc(NS(=O)(=O)c2cc(Br)cnc2N)n1	-9.2	9.3	1.4	-0.1
